# Source: PubChem (several laboratories)
# MOR-DOR ag = agonists of human mu-delta opioid receptor heterodimerization; cells, OPRM1-OPRD1 heterodimerization, luminescence; activation, % at 9.3 µM; 340,000 compounds, 0.3% hits; AID 504326; in the data active = activation above about 18%;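 note: 0% = vehicle-treated cells and 100% = reference agonist; values of inactives mirror those of a sister screen read the other way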
# DAGLB inh = blocks human DAGLB lipase activity; Q8NCG7; HEK293T DAGLB membrane lysate, EnzChek fluorogenic substrate; inhibition, % at 5.17 µM; 340,000 compounds, 0.059% hits; in the data active = inhibition above about 34%;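 note: 0% = enzyme with vehicle and 100% = wells lacking enzyme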
# HTR5A ag ctr = HTR5A agonism, opioid heterodimer counter-screen. activation, % at 9.3 µM. P47898. HTR5A agonist assay, luminescence, cell-based. 340,000 compounds, 0.61% hits; in the data active = activation mostly above about 9.5%, no sharp cut-off; inactive = mostly below about 7.6%;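 note: 0% = cells with vehicle only and 100% = reference agonist; strong numbers were not always called active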
# V-ATPase pH = alters yeast V-ATPase proton transport | S. cerevisiae, pHLuorin cytosolic pH fluorescence | 350,000 compounds, 0.37% hits | response, % at 10 µM | AID 504577; in the data active = response mostly above about 7.3%, no sharp cut-off; inactive = mostly below about 5.4%; note: actives read high; inactives centre near 0; some compounds called inactive have numbers as strong as hits; reference of the scale not given here
# PKA-R1A activ = PKA-R1A complex activation; 340,000 compounds, 0.083% hits; activation, % at 11.4 µM; PKA-R1A dissociation, Cy5-IP20 fluorescence polarization; scaled: DMSO 0%, 113 µM cGMP 100%; AID 504707;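 active = percent activation above the mean of all tested compounds plus 3 SD, cut at about 19% in these data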;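 note: higher means more PKAc released from R1A so a rise in polarization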
# HTR5A inv ctr = inverse agonist of human HTR5A in OPRM1-OPRD1 counter-screen. HTR5A cell line, luminescence, inverse agonism. 340,000 compounds, 0.083% hits. AID 504634. inhibition, % at 9.3 µM; in the data active = inhibition mostly above about 23%, no sharp cut-off; inactive = mostly below about 18%;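 note: 0% = cells with DMSO and 100% = no-cell wells with DMSO; some compounds called inactive have numbers as strong as hits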
# OPRM1-OPRD1 inv = mu-delta opioid heterodimer inverse agonism | P35372+P41143 | cell-based MOR-DOR heterodimer luminescence | inhibition, % at 9.3 µM | 340,000 compounds, 0.21% hits | AID 504357; in the data active = inhibition above about 22%, passing the limit was not always enough;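 note: 0% = cells with DMSO and 100% = wells without cells with DMSO; values of inactives mirror those of a sister screen read the other way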
# Arrestin-AP2 inh = blocks beta-arrestin peptide binding to AP2 adaptin. FITC-arrestin peptide / GST-AP2 beads, flow cytometry; AP2 beta2 appendage carries R879A mutation. inhibition, % at 10 µM. 340,000 compounds, 0.31% hits;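 active = inhibition above a set limit, near 3 SD of compounds lacking own fluorescence, cut at about 54% in these data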;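 note: plate controls were DMSO wells for no effect and 5 µM unlabelled arrestin peptide for full effect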
#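 Material – AP2 appendage R879A on GSH beads · Buffer or medium – PBS with 0.05% Tween 20 and 0.1% BSA · Probe or stimulus – fluorescein-tagged arrestin peptide at 50 nM final · Incubation – compound with beads 12 min RT, then probe 1 h RT · Detection – high-throughput flow cytometry of beads, ex 488, em 535 nm · Evaluation – percent response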
# Pemphigus Ab inh = blocks pemphigus antibody binding to human desmoglein-3; DSG3-coupled beads, scFv-anti-DSG3-GFP binding, flow cytometry; hits give low values; 310,000 compounds, 0.48% hits; P32926; binding (percent of control), % at 10 µM;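 active = binding more than 3 SD below its plate's average and above zero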;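 note: hits lower antibody fragment binding to DSG3; some compounds called inactive have numbers as strong as hits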
# Target sequence (P32926 whole entry, looked up, the tested form may be a part): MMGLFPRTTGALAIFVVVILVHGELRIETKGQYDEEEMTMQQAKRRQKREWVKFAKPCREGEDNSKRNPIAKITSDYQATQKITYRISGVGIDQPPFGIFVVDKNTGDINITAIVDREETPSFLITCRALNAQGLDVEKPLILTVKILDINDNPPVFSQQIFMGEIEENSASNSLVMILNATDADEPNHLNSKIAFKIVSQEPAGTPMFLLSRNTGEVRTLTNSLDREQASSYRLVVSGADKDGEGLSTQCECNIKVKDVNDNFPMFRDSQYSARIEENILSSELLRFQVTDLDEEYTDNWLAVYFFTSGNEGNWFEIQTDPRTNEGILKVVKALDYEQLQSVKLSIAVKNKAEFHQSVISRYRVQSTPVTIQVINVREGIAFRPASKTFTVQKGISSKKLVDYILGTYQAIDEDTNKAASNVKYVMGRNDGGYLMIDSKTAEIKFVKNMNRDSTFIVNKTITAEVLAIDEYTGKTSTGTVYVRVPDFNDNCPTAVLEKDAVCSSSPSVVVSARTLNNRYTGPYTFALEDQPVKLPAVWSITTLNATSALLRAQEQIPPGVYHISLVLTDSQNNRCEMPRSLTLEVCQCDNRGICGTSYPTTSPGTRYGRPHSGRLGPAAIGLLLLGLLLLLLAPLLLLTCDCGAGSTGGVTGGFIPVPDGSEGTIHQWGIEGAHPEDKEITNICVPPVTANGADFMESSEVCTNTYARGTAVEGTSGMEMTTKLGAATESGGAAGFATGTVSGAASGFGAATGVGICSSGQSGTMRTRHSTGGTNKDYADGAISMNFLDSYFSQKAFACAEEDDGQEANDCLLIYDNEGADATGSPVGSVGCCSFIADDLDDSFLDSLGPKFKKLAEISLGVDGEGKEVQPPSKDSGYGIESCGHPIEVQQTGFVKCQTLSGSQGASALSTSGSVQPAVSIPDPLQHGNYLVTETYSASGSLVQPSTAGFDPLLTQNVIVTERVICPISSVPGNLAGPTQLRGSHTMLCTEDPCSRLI
# PKA-R2B activ = PKA-R2B complex activation. P22694+P31323. PKA-R2B holoenzyme dissociation, Cy5-IP20 fluorescence polarization; R2B truncated from residue 108, S112A mutant; 0% DMSO only, 100% 113 µM cGMP. activation, % at 11.4 µM. 340,000 compounds, 0.079% hits;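 active = activation above a cutoff set at the mean over all compounds plus 3 SD, cut at about 18% in these data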;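 note: higher means more holoenzyme dissociation and a rise in polarization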
# The depositor's hits bear a star; nt = not tested or not shown.
SMILES,MOR-DOR ag,DAGLB inh,HTR5A ag ctr,V-ATPase pH,PKA-R1A activ,HTR5A inv ctr,OPRM1-OPRD1 inv,Arrestin-AP2 inh,Pemphigus Ab inh,PKA-R2B activ
CC(=O)Nc1ccc(S(=O)(=O)N2CCC(NC(C)=O)(c3cccc(F)c3)CC2)cc1,-2.1,-2,-3,2,0,6,12,8,102,-4
COC(=O)c1ccc(CN2C(=O)NC3(CCC(C)CC3)C2=O)o1 (configuration not stated),-0.2,0,1,0,-5,-7,1,3,104,-9
COc1ccc(NC(=O)CNc2ccccc2N2CCCC2=O)cc1S(=O)(=O)N1CCOCC1,-1.2,2,4,-4,5,5,5,-19,nt,2
COc1ccc(-c2nc(-c3ccccc3)nc(N3CCN(C)CC3)c2C#N)cc1,-2.2,-2,2,-1,-15,-6,11,2,nt,-1
COc1ccc(C2=Nn3c(nnc3-c3ccco3)SC2)cc1OC,-1.8,-1,-4,6,4,12,9,9,nt,0
CS(=O)(=O)N(CC(=O)O)Cc1cccc(CN(CC(=O)O)S(C)(=O)=O)c1,-0.6,1,4,1,-9,20,3,3,103,-12
COc1cccc(NC(=O)c2ccccc2-c2ccccc2C(=O)O)c1,-2.6,1,4,-2,9,-13,13,0,123,4
CC(=O)N(c1ccc2oc(=O)sc2c1)S(=O)(=O)c1ccc(C)cc1,2.8,12,9,1,4,13,-20,-8,92,2
COC(=O)C1CCN(C(=O)COC(=O)c2cc(-c3ccccc3)nc3ccc(OC)cc23)CC1,-3.9,-8,-3,5,-9,1,15,3,100,2
COc1ccccc1N(CC(=O)NCCSc1ccccn1)S(=O)(=O)c1ccccc1,1.2,0,12*,1,-6,-47,-10,1,118,-4
CNc1ccc(/C=C/C(=O)c2ccc3c(c2)OCCO3)cc1[N+](=O)[O-],-0.2,21,1,-2,0,0,1,-1,102,4
O=C(CCN1CCN(CC(=O)Nc2ccccc2Cl)CC1)Nc1ccccc1F,0.9,-4,3,-7,2,-5,-4,12,121,-8

# Only Pemphigus Ab inh, for some of the entries so far:
SMILES	Pemphigus Ab inh
CS(=O)(=O)N(CC(=O)O)Cc1cccc(CN(CC(=O)O)S(C)(=O)=O)c1	103
CC(=O)Nc1ccc(S(=O)(=O)N2CCC(NC(C)=O)(c3cccc(F)c3)CC2)cc1	102

# (more compounds)
SMILES,MOR-DOR ag,DAGLB inh,HTR5A ag ctr,V-ATPase pH,PKA-R1A activ,HTR5A inv ctr,OPRM1-OPRD1 inv,Arrestin-AP2 inh,Pemphigus Ab inh,PKA-R2B activ
CS(=O)(=O)NCCCc1ccccc1,-1.3,0,-2,-4,-6,6,6,-2,99,-5
O=C(N/N=C/c1ccncc1)c1ccc(COc2cccc3cccnc23)cc1,-0.8,-1,1,0,-12,-2,4,22,94,-6
CC1CCN(C(=O)c2ccc(CNc3c(N4CCCC4)c(=O)c3=O)cc2)CC1,-2.8,1,3,1,0,-8,14,-1,87,5
O=c1c2ccccc2ncn1-c1ccc([N+](=O)[O-])cc1[N+](=O)[O-],7.0,-5,5,4,6,-17,-31,6,97,2
CCc1c(C(=O)NC(C)C2CCCO2)csc1C (configuration not stated),-1.7,1,-2,-3,-13,2,9,2,nt,8
Cc1nnc(N2CCOCC2)c2ccccc12,1.2,2,1,1,-11,1,-8,-1,105,-8
C[C@]12CC[C@H](O)C[C@@H]1CC[C@@H]1[C@@H]2CC[C@@]2(C)[C@H]1CCC(=O)[C@]21CCCO1,-1.3,-2,0,1,-9,0,7,-8,90,0
O=C(NC(=S)Nc1ccccc1C(F)(F)F)c1ccccc1F,-2.4,-4,-6,0,14,16,12,3,100,5
NNC(=O)COc1ccc2oc3c(c2c1)CCCC3,2.3,-4,1,0,8,-17,-19,-9,112,-20
CCCCCC1CCC(c2ccc(/C(N)=N/O)cc2)CC1 (configuration not stated),-3.1,-4,6,1,-10,-14,15,-17,nt,-13
COCCN1C(=O)c2ccccc2C(C(=O)N2CCN(c3ccccc3)CC2)C1c1ccc(F)cc1 (configuration not stated),-1.6,-2,-4,0,-1,10,9,17,nt,-13
O=C1C(=O)N(CC(=O)N2CCCC2)c2ccccc21,-5.4,0,2,0,-7,5,28,5,94,-6
O=C(CSc1nc2cc(Cl)ccc2s1)NC1CCCc2ccccc21 (configuration not stated),2.1,-5,0,3,0,15,-13,-1,95,-13
CN(C)CCNC(=O)/C(=C/c1ccc(-c2ccc(Cl)cc2)o1)NC(=O)c1ccccc1,1.3,1,4,0,11,-10,-6,-16,105,3
COc1cccc(/C(C)=N/NC(=O)c2ccc(N(C)C)cc2)c1,-0.9,-3,3,0,0,-8,5,9,96,2
O=C(COC(=O)c1ccc(Cl)nc1)Nc1c(Cl)cccc1C(F)(F)F,-1.7,-2,9,-1,-9,5,8,-10,104,0
CSc1nc(-c2ccccc2)c(C#N)c(=O)[nH]1,-2.6,5,-1,-1,-4,-7,14,-17,97,-8
Cc1ccc2nc(SCn3nnc4ccccc4c3=O)[nH]c2c1,-3.1,1,-4,-1,-7,15,16,3,83,-3
NNC(=O)c1nc[nH]c1C(=O)Nc1ccccn1,-2.0,-1,-2,2,-4,-20,11,32,99,-7
Cc1cc(=O)oc2cc(OCC(=O)NC3CC(C)(C)NC(C)(C)C3)c(Cl)cc12,-3.0,-4,5,2,-9,7,15,28,112,4
COc1ccc(C(C(=O)NCc2ccccc2)N(Cc2ccco2)C(=O)c2snc(C(N)=O)c2N)cc1 (configuration not stated),-3.7,3,7,4,-11,-20,20,18,97,3
CC(=O)c1nnn(-c2c(F)cccc2F)c1C,-5.3,-6,2,2,-11,-21,26,-10,nt,-9
CC(C)c1ccc(C(=O)OCC(=O)NC2CCCC2)cc1,0.1,0,0,0,2,0,-1,35,105,-13
CC(NC(=O)CCC(=O)NC(C)c1ccccc1)c1ccccc1 (configuration not stated),-2.5,-2,6,5,-6,-22,12,-3,96,-3
Cc1nnc(-c2cccc(Br)c2)c2cn(-c3cccc(Br)c3)nc12,2.5,-10,1,2,-7,-3,-13,-1,100,6
CCOC(=O)CC(=O)Nc1c(C)cc(C)cc1C,-1.3,-3,3,0,1,-3,7,20,nt,13
CCc1ccc(NC(=O)CSc2nnc(-c3cnccn3)n2Cc2ccco2)cc1,-1.8,0,6,3,-4,10,9,0,98,-7
O=C1C(=O)c2ccccc2C([O-])=C1[n+]1ccccc1,-0.8,2,-1,-2,-13,-25,4,-7,99,0
O=C(CCc1nnc(C2CCCCC2)o1)NCCCOc1cccnc1,-3.6,-1,6,0,0,11,18,-8,87,8
CCN(CC)CCOC(=O)c1ccc(Cl)cc1Cl,-1.1,-2,3,-4,6,-13,6,10,103,-10
Brc1ccc(/C=N/Nc2ccc3ccccc3n2)cc1,5.7,-5,5,1,2,-9,-33,6,91,4
O=C(NN=Cc1ccc(F)c(F)c1)c1ccc(NS(=O)(=O)c2cccs2)cc1,-0.6,1,-3,0,-6,11,3,7,nt,-3
Cn1c(CCN2CCN(c3ccccn3)CC2)nc2cc(NS(=O)(=O)c3ccc(F)cc3)ccc21,nt,0,nt,0,-5,nt,nt,nt,107,-7
S=C(Nc1ccccc1)Nc1ccc(OCc2ccccc2)cc1,0.5,-2,-3,-1,14,8,-2,0,100,5
O=C(c1cnn(C(=O)c2cccc(S(=O)(=O)N3CCOCC3)c2)c1)c1ccccc1O,-1.5,3,0,-1,-8,15,7,5,115,-5
CCOc1ccccc1N(C)C(=O)C1CCN(S(=O)(=O)c2cccc3nonc23)CC1,0.0,2,9,1,-2,-4,0,23,98,0
O=C(NCC1CCCO1)c1cn(-c2ccccc2)nc1-c1ccc(F)cc1 (configuration not stated),-4.0,-2,2,0,-14,13,22,-4,98,-4
O=C(c1cccnc1)N1CCCC(Nc2ccc(F)cc2)C1 (configuration not stated),-0.3,1,2,-5,5,13,1,21,92,8
O=C1N(CN2CCN(Cc3ccccc3)CC2)c2ccccc2C12OCCCO2,0.3,0,-6,2,-5,15,-1,6,116,6
O=C(OCCNc1ncc(C(F)(F)F)cc1Cl)c1ccc(S(=O)(=O)N2CCOCC2)cc1,2.5,-2,-4,-1,7,-11,-15,-4,104,-4
Cc1ccc(/C=C(\NC(=O)c2ccc(C)cc2)C(=O)NCCCn2ccnc2)cc1,-2.9,1,5,-1,-4,-13,15,-3,112,-13
COC(=O)CCC(=O)c1oc2ccccc2c1NC(=O)CCCN1C(=O)c2ccccc2C1=O,-2.1,-3,1,1,-6,1,13,-11,86,-6
COc1ccc(Nc2nc(N(C)c3ccccc3)nc(N)c2[N+](=O)[O-])cc1,3.2,-5,1,3,11,-4,-18,18,81,-6
COc1cccc(-n2c(COc3ccc(C)cc3)nnc2SCC(=O)O)c1,-2.2,2,2,0,1,0,12,3,87,-12
CCN(CC)S(=O)(=O)c1ccc2c(c1)c(=O)c(C(=O)N1CCOCC1)cn2C,-1.7,0,4,1,-1,4,9,-3,95,11
CCOC(=O)CN(C(=O)CSc1nnc(C)n1-c1ccccc1)c1cccc([N+](=O)[O-])c1,-1.2,2,2,0,3,-4,7,4,100,-1
Cc1ccc2nc(NC(=O)c3ccc4c(c3)OCO4)sc2c1,2.8,-1,5,-1,0,-11,-17,1,103,2
CC(C)(C)NC(=O)c1ccc2c(c1)C(=O)N(C1CCCCC1)C2=O,1.6,-5,-3,-4,0,8,-8,32,78,-3
O=C(OCc1cn([C@H]2CN(C(=O)C3CCCCC3)[C@@H](c3ccccc3)C[C@@H]2O)nn1)c1ccccc1,nt,-2,nt,-1,-12,nt,nt,nt,nt,3
Cc1ccc(S(=O)(=O)N2[C@@H](c3cccc4ccccc34)C(C(=O)O)=C[C@H]2C(C)(C)C)cc1,1.7,6,-2,1,2,8,-8,26,101,4
COc1ccc(NC(=O)CN2C(=O)S/C(=C/c3cccn3-c3ccc(C(=O)O)cc3)C2=O)cc1,-2.3,4,7,-1,-2,-26,13,11,nt,-13
O=C(NC1CC1)C1CCN(C(=O)c2ccc(Cl)cc2)CC1,-0.2,1,3,-1,-4,-20,2,-8,93,-9
CN(C(=O)COC(=O)/C=C/c1cccs1)c1c(N)n(Cc2ccccc2)c(=O)[nH]c1=O,2.6,2,2,1,-1,-6,-17,0,99,-3
CCOC(=O)c1c(CSC(=N)N)n(-c2ccc(Br)cc2)c2cc(Br)c(OC(C)=O)cc12,-0.3,-2,5,-4,7,1,1,-5,123,-5
CN1CCN(c2ccc(NC(=S)NC(=O)/C=C/c3ccco3)cc2)CC1,-4.5,-1,3,-1,5,3,23,-5,95,-7
Nc1ccc(C(=O)N/N=C\c2ccc(OC(=O)c3ccccc3Cl)cc2)cc1,3.2,-4,3,-1,2,-12,-15,-11,90,8
CCCCn1cnc2c(sc3nc4c(cc32)CSC(C)(C)C4)c1=O,-1.7,-2,-1,-6,15,-4,9,31,112,-3
CCN(CC)S(=O)(=O)c1ccc(/C(O)=C(\C#N)c2nc3ccccc3n2C)cc1,-2.3,2,1,-2,-8,-3,13,25,102,-3
COc1ccc(S(=O)(=O)n2c([N+](=O)[O-])cnc2C)cc1OC,-3.6,-2,3,-2,-8,-10,17,19,102,0
